High-throughput results as filed in PubChem.
LmPK inhibitor – blocks Leishmania mexicana pyruvate kinase activity; AID 1721; 290,000 compounds, 0.37% hits; Potency, µM (highest dose often 57.5 µM), without a hit: at the highest dose activity change, negative = inhibition, hits mostly inhibitors; Q27686; purified LmPK, Kinase-Glo ATP luminescence, 1 h; note: potency is the fitted concentration of half-maximal effect
Target sequence (Q27686 whole entry, looked up): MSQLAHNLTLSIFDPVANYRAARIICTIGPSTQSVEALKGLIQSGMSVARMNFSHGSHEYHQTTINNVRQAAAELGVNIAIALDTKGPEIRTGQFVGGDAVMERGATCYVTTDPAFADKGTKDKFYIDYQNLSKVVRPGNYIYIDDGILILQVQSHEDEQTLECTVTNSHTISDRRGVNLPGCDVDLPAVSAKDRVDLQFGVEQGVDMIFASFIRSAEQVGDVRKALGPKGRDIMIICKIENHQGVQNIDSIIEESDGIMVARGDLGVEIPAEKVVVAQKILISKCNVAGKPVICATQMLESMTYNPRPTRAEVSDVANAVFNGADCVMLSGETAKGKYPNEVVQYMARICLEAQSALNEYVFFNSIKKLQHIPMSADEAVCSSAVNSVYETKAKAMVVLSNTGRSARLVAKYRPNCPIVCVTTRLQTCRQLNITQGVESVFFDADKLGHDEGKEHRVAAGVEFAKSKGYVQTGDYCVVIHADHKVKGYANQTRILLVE
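In 50 mM imidazole pH 7.2 with 7 mM MgCl2, LmPK (0.1 nM) turned over PEP (0.5 mM) and ADP (0.1 mM) for 1 h at room temperature. Luciferase read-out of ATP.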
AmpC inh detg – blocks E. coli AmpC beta-lactamase in detergent assay. P00811. 370,000 compounds, 0.041% hits. AID 485294. Potency, µM (doses to about 114 µM), for inactives: at the top dose activity change, negative = inhibition, most hits filed as inhibitors. AmpC hydrolysis of nitrocefin, absorbance 480 nm, 0.01% Triton;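 note: potency is the fitted concentration of half-maximal effect; 0% = no-compound wells and -100% = no-enzyme wells; nearly all actives have a fitted effect of over 25% in size; some results filed as inactive show a strong effect at the top dose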
Target sequence (P00811 whole entry, looked up): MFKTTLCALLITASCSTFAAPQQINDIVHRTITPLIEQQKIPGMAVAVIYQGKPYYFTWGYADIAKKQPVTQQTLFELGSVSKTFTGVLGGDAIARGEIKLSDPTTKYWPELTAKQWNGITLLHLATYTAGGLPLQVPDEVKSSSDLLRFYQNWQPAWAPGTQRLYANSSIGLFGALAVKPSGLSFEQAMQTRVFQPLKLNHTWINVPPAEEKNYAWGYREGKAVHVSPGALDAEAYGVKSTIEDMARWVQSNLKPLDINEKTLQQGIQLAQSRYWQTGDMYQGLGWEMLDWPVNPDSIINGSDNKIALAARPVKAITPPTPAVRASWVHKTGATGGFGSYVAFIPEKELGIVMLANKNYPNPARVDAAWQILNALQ
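20 mM phosphate pH 7.0 + 0.01% (detergent screen) or 0.0001% Triton X-100; 5.3 nM AmpC reagent; cpd preinc 15 min RT; nitrocefin (800 uM stock) to start; A480 q20 s × 4 min; Activity was normalised to no-enzyme and no-compound control wells.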
Tb PYK inh – blocks Trypanosoma brucei pyruvate kinase; Q57TT1; TbPYK enzyme, Kinase-Glo Plus ATP luminescence, 45 min; Potency, µM (doses to about 76.8 µM), for the others: at the highest dose activity, negative = inhibition, usual class: inhibitors; 410,000 compounds, 0.12% hits; AID 624173; note: potency is the fitted concentration of half-maximal effect; nearly all actives have a fitted effect of over 50% in size
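Activity of T. brucei pyruvate kinase was followed by Kinase-Glo Plus luminescence after the enzyme reacted 45 min at room temperature with 130 uM ADP (final) and substrate. Test compounds were added before ADP at multiple concentrations.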
AMA1 RON2 block – AMA1-RON2 (P. falciparum) interaction inhibition; AlphaScreen AMA1-biotinylated RON2 peptide binding; Potency, µM (series often up to 58.2 µM), without a hit: at the top dose activity change, negative = inhibition, hits mostly inhibitors; 360,000 compounds, 0.2% hits;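 note: potency is the fitted concentration of half-maximal effect; 0% = vehicle wells and -100% = peptide control; nearly all actives have a fitted effect of over 45% in size; some results filed as inactive show a strong effect at the top dose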
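AMA1 (3D7) with his tag at 25 nM final met compounds first, then biotinylated RON2 peptide at 25 nM; detection used donor plus acceptor beads, 10 µg/mL apiece, read by AlphaScreen after 30 min at room temperature.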
Sm TGR block – S. mansoni TGR enzyme inhibition. Q962Y6. purified TGR, DTNB reduction, TNB absorbance 405 nm. Potency, µM (highest dose often 114 µM), without a hit: top-dose activity change, negative = inhibition, actives largely listed as inhibitors. 360,000 compounds, 3% hits. AID 485364; note: potency is the fitted concentration of half-maximal effect; nearly all actives have a fitted effect of over 60% in size
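Kinetic colorimetric format: TGR-catalysed, NADPH-driven DTNB reduction monitored via TNB absorbance. Enzyme dispensed at 20 nM; compound exposure 15 min at room temperature before reaction start.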
HCMV antiviral – inhibitors of human cytomegalovirus; HFF cells, HCMV-luciferase reporter, 72 h; hits give low values; activity change, negative = inhibition, % at 57.5 µM; 410,000 compounds, 4.5% hits; in the data active = activity change below about -60%; inconclusive = no clear call, values can overlap the other calls; inactive = above about -39%
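Inhibition of viral replication was scored as loss of reporter luminescence in HFFs infected with HCMV-luciferase (MOI 1 PFU/cell) for 72 h; compounds tested at 2 doses, normalized to buffer and Salinomycin controls.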
AmpC no deterg – blocks E. coli AmpC beta-lactamase in detergent-free assay; AmpC nitrocefin hydrolysis, absorbance 480 nm, 0.0001% Triton; Potency, µM (highest dose often 57.1 µM), for inactives: top-dose activity change, negative = inhibition, actives largely listed as inhibitors; 330,000 compounds, 0.52% hits; AID 485341;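 note: potency is the fitted concentration of half-maximal effect; plate controls were no compound for no effect and no enzyme for full effect; nearly all actives have a fitted effect of over 20% in size; some results filed as inactive show a strong effect at the top dose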
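AmpC (5.3 nM in the dispensed reagent) in 20 mM phosphate pH 7.0 with 0.01% (detergent screen) or 0.0001% Triton X-100 was preincubated with compounds for 15 min at room temperature. Nitrocefin was then added from an 800 uM solution, and hydrolysis was followed at 480 nm.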
* marks the source's active call; other numbers are inactive results; ? = inconclusive; / = not tested or not shown; & = joins results of further samples; [ ] = dose if it differs, or a comment. Unless noted, calls come from the whole dose curve; as a rule, active = well fitted curve in the direction sought with a large enough effect; inconclusive = small, poorly fitted or top-dose-only effect, or another doubt; inactive = no such curve, though single readings can be large; an effect the other way counts as inactive or inconclusive. Unless noted, % is set by controls: 0 for no effect and ±100 for the full control effect.

molecule	LmPK inhibitor	AmpC inh detg	Tb PYK inh	AMA1 RON2 block	Sm TGR block	HCMV antiviral	AmpC no deterg
COc1ccc(C(=O)NCCc2c[nH]c3ccccc23)cc1S(=O)(=O)N1CCOCC1	-1%	?	-7%	-8%	-12%	-5	-10%
O=C(N/N=C/c1ccccn1)c1ccccc1	-10%	-8%	-1%	90%[activator]	-6%	30	-10%
CC1(C)CC(=O)C(C(=O)Cc2ccccc2[N+](=O)[O-])C(=O)C1	5%	0%	-3%	8%	-3%	-19	-30%
Cc1cc2oc(=O)cc(CN3CCCC3)c2cc1Cl	/	/	3%	8%	/	42	/
Nc1cc(C(=O)O)c(N)c2c1C(=O)c1ccccc1C2=O	25µM*	0%	?	18µM*	8%	/	-28%
Cc1nc2c3cc(Cl)ccc3n(CCN3CCOCC3)c2s1	-5%	6%	-4%	4%	12%	24	64%[activator]
CN(C)C(=O)c1ccc(NC(=O)c2cccc(S(=O)(=O)N3CCCc4ccccc43)c2)cc1	/	-13%	0%	-1%	2%	?	149%[activator]
Cc1ccc(S(=O)(=O)/C(C#N)=C/c2c(N3CCC(C(N)=O)CC3)nc3ccccn3c2=O)cc1	2%	1%	1%	-7%	-19%	35	115%[activator]
CCCCn1c(NS(=O)(=O)c2ccccc2)c(S(=O)(=O)c2ccc(C)cc2)c2nc3ccccc3nc21	3%	-1%	5%	19%	-9%	/	-28%
O=C(NNC1=NCCC1)C1CC1	-4%	1%	6%	6%	-1%	-26	-9%
COc1ccc(N(CC(=O)NCCC(C)C)C(=O)c2snc(C(=O)NC3CCCCC3)c2N)c(OC)c1	2%	10%	-4%	-5%	10%	-24	59%
CC(O)C(=O)N/N=C/c1cccc(Cl)c1Cl (stereo not given)	-6%	-1%	3%	-10%	0%	26	?
Cc1cc(-c2[nH]nc3c2C(c2ccsc2)C(C#N)=C(N)O3)c(C)s1 (stereo not given)	-4%	1%	-6%	14%	-14%	?	-51%
S=C(Nc1cc(Cl)ccc1Cl)Nn1cnnc1	0%	4%	-22%	16%	11%	22	-28%
COc1ccc(C(=O)Oc2cccnc2)cc1OC	-10%	-17%	-3%	-12%	0%	17	-12%

The last two entries of the section above open the next one.
molecule	LmPK inhibitor	AmpC inh detg	Tb PYK inh	AMA1 RON2 block	Sm TGR block	HCMV antiviral	AmpC no deterg
S=C(Nc1cc(Cl)ccc1Cl)Nn1cnnc1	0%	4%	-22%	16%	11%	22	-28%
COc1ccc(C(=O)Oc2cccnc2)cc1OC	-10%	-17%	-3%	-12%	0%	17	-12%
CCCCCC(=O)Nc1c(-c2cccs2)c(=O)c2ccccc2n1C	-4%	-14%	-1%	-1%	4%	84	5%
O=C(Nc1ccccc1-c1nc2ccccc2[nH]1)c1sc2ccccc2c1Cl	-1%	-4%	/	/	-4%	/	-15%
COc1ccc(C(=O)NCc2nnc(SCC(=O)Nc3ccccc3)n2-c2ccccc2)cc1	/	17%	1%	/	6%	1	/
CCOC(=O)c1ccc(N2C(=O)c3n[nH]c(-c4ccco4)c3C2c2cccc([N+](=O)[O-])c2)cc1 (stereo not given)	3%	-6%	4%	17%	-4%	70	-32%
Cc1cc2nccc(-c3ccc(Cl)cc3Cl)n2n1	12%	-2%	0%	16%	11%	-70*	-11%
CCOc1ccccc1OCc1nn2c(COc3ccccc3)nnc2s1	2%	?	?	20%	-9%	7	21%
COc1ccc(-c2nc(CS(=O)CC(=O)NC3CCCCC3)c(C)o2)cc1OC (stereo not given)	3%	2%	-1%	-4%	35µM*	/	25%
Cc1nc2ccc(Cl)cn2c1[N+](=O)[O-]	/	/	-2%	-1%	/	-11	/
CCc1ccc(-c2cn3nc(-c4ccccc4)cnc3n2)cc1	-12%	4%	-2%	23%	-31%	24	-13%
CC1CC(=O)N(Cc2ccccc2)c2ccccc2N1C=O (stereo not given)	-3%	-4%	5%	3%	-2%	4	-13%
COCCNC(=O)C1(C)CCCN(CCSc2ccccc2)C1 (stereo not given)	/	/	0%	5%	/	-5	/
CCOC(=O)N1CCN(Cc2nc3c(c(=O)n(C)c(=O)n3C)n2Cc2cccc3ccccc23)CC1	4%	?	-7%	0%	-27%	8	93%[activator]
Cc1cc(C)c(OCC(=O)OCC(=O)N2CCN(C(=O)c3ccco3)CC2)c(C)c1	/	-16%	-3%	21%	-21%	-6	54%
O=C(N/N=C/c1cccc(Oc2ccc([N+](=O)[O-])cc2[N+](=O)[O-])c1)c1cncc(Br)c1	1%	0%	-10%	0%	-28%	?	-3%
COc1ccc(S(=O)(=O)N2CCOCC2)cc1NC(=O)COc1cccnc1[N+](=O)[O-]	-6%	1%	-1%	3%	31%	-16	-4%
Nc1nnc(SCC(=O)Nc2ccccc2)s1	-1%	-2%&1%	-3%&-1%	15%	1%&-5%	28&3	0%
C[C@@H](NC(=O)c1[nH]cnc1C(=O)Nc1cccc(Cl)c1)c1ccccc1	/	2%	2%	129%[activator]	-17%	-79*	9%
CCN(C[C@H]1N[C@@](Cc2ccccc2)(C(=O)OC)[C@H]2C(=O)N(C)C(=O)[C@@H]12)S(=O)(=O)c1ccc(C(F)(F)F)cc1	/	/	-1%	2%	/	-8	65%[activator]
CCOC(=O)c1c(N)sc2c1C1CCN2CC1	1%	?	-2%	-2%	0%	-19	-13%
CC1CCCN(CC(=O)NNC(=O)COc2ccc(Br)cc2)C1 (stereo not given)	/	/	3%	90%[activator]	/	-11	-10%
CCOc1ccc(N2C(=O)CC(SC(=NC)Nc3cccc(OC)c3)C2=O)cc1 (stereo not given)	-3%	-1%	-8%	-10%	-1%	12	-13%
O=C(COC(=O)c1ccc(Cl)nc1)NC1CCCCCC1	/	?	1%	5%	-18%	19	-17%
COc1cc(-c2nc3ccc(C)cn3c2NCc2ccccc2)ccc1SC1CCCCC1	/	?	-3%	-2%	0%	1	18%
O=C(NCCc1ccccc1)c1cc(Nc2ccccc2)nc2ccccc12	/	10%	-4%	/	2%	9	/
Cc1nn2c(N3CCOCC3)cc(C(C)C)nc2c1-c1ccccc1	-2%	5%	-5%	16%	16%	-31	-5%
CN(C)c1ccc(/C=N/N2CCN(Cc3ccccc3Cl)CC2)cc1	-6%	?	-2%	-3%	-1%	-3	-14%
COc1ccc(CCNC(=O)CCCCn2c(=O)c3ccccc3n(CC(=O)Nc3c(C)cccc3C)c2=O)cc1OC	/	18%	2%	/	-3%	-109*	/
COc1ccc(-c2cc(NC(=O)c3cncn3-c3ccccc3)ccc2OC)cc1	-2%	-14%	-7%	-19%	-16%	-6	34%
C=CCn1c(NCc2ccc3c(c2)OCO3)nc2ccccc21	1%	6%	0%	-2%	6%	88	-20%
COc1cccc(NC(=O)CSc2nnc(CNC(=O)c3ccco3)n2C)c1	/	?	2%	3%	-1%	0	-12%
O=C(c1ccccc1Br)N1N=C(c2ccccc2)CC1c1ccccc1F (stereo not given)	5%	-3%	-3%	-15%	6%	-21	-21%
FC(F)(F)c1cccc(NC(=S)NCc2ccccc2)c1	0%	0%	1%	8%	2%	-73*	-31%
COC(=O)C1=C(C)N(Cc2ccccc2)C(=S)N[C@H]1c1cccc(F)c1	-8%&-8%	?	0%	82%[activator]	-5%&8%	?	?
Cc1ccc(NC(=O)COc2cccnc2[N+](=O)[O-])cc1S(=O)(=O)N1CCOCC1	2%	4%	-8%	-10%	2%	10	-2%
COc1ccc(/C=C2/N=C(SC)NC2=O)cc1OC	-3%	8%	-9%	7%	6%	24	-18%
CC1CCCN(C(=O)CSc2nnc(-c3c[nH]c4ccccc34)o2)C1 (stereo not given)	9%	0%	5%	18%	8%[11.4 µM]	39	30%
Cc1cc(C)c(NC(=O)C2CCCN2CCOC(=O)c2cccc([N+](=O)[O-])c2)c(C)c1 (stereo not given)	6%	-2%	-1%	-23%	-2%	-33	204%[activator]
Cc1ccc(NC(=O)C(SCC(=O)O)c2ccccc2)cc1C (stereo not given)	1%	?	0%	3%	1%	6	?
Cc1nn(-c2ccccc2)c(C)c1NC(=O)COC(=O)c1ccc(Cl)c(N)c1	/	?	-5%	-14%	5%	-14	?
CSc1ccccc1-c1nnc(-c2ccc(Cl)cc2Cl)o1	-2%	1%	1%	8%	-4%	42	-14%
O=C(COC(=O)CCC(=O)c1ccc(F)cc1)NCc1ccc(Cl)cc1	/	/	-4%	14%	/	-18	22%
COc1cc2c(cc1OC)CN(C(=O)c1nn(Cc3ccccc3)c(=O)c3ccccc13)CC2	/	-4%	-4%	-3%	-4%	?	156%[activator]
COc1ccc(N2CCN(c3ncccc3C#N)CC2)cc1	-2%	-7%	-1%	?	6%	-37	-10%
O=C(Cn1cc([N+](=O)[O-])cn1)Nc1ccn(Cc2c(F)c(F)cc(F)c2F)n1	3%	-2%	-4%	7%	-27%	-13	-23%
COc1ccc(CNC(=O)COc2cc(=O)n(C)c3ccccc23)cc1	-4%	-12%	-12%	-19%	-3%	58	-15%
CCN1CCN(c2c(C=O)c(Cl)nc3ccc(OC)cc23)CC1	10%	?	-7%	-1%	-24%	-19	-22%
COc1ccc(-c2[nH]nc3c2C(c2ccsc2)C(C#N)=C(N)O3)cc1 (stereo not given)	-2%	1%	-5%	-3%	-6%	61	-39%
O=C(COC(=O)Cc1cccc(C(F)(F)F)c1)Nc1ccccc1	1%	8%	-5%	8%	3%	-33	-2%
